Screening data as filed in PubChem BioAssay.
Abeta rescue = qHTS for compounds that reverse cellular toxicity of Amyloid beta (A-beta) peptide in yeast: Primary Screen | yeast expressing A-beta42, growth rescue, OD600, 48 h; response scale: 0% DMSO, 100% iron-clioquinol control | Potency, µM (titrated, usually from 46.1 µM), inactives show at the highest dose growth rescue, actives largely listed as activators | actives 0.063% (n = 410,000) | AID 1347071, 2019; also: potency is read from the fitted curve at half-maximal effect; nearly all actives have a fitted effect of over 55% in size
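Growth rescue measured by 600 nm absorbance after 48 h yeast culture at 30 C with compound. Values normalized between DMSO and an equimolar ferric chloride plus clioquinol control.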
IL-2 act = qHTS of IL-2 Activators; IL-2 activation reporter assay, cell-based qHTS; stimulated with anti-CD3/CD4/CD28 beads; in transgenic mouse T cells; activation, % (series mostly up to about 46 µM); actives 0.065% (n = 360,000); AID 652025, 2013; in the data active = activation above about 50%; inconclusive = mostly about 30% to 49%; also: 0% is about no effect
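Using fluorescent plate cytometry, EGFP and DsRed are detected in transgenic mouse T cells stimulated 18 h at 37 degrees C with antibody-coated beads after 60 min compound pretreatment.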
PI5P4K alpha inh = qHTS for Inhibitors of phosphatidylinositol 5-phosphate 4-kinase (PI5P4K). actives 1.2% (n = 330,000). PI5P4Kalpha enzyme, ADP-Glo luminescence, 60 min; active compounds read low. max response, %. AID 652105, 2013. Phosphatidylinositol 5-phosphate 4-kinase type-2 alpha (Homo sapiens), P48426; active = max response of -50% or lower; inconclusive = between -30% and -50%; inactive = -30% or higher; also: value at the top dose of about 77 µM; % is scaled to controls: 0 for no effect and ±100 for the full control effect
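Controls without substrate or without enzyme flank wells where PI5P4Kalpha converts substrate using 5 microM ATP (final). Incubation lasts 60 minutes at room temperature; ADP formed is read by ADP-Glo luminescence.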
PLK1 PBD block = qHTS for Inhibitors of PLK1-PDB (polo-like kinase 1 - polo-box domain): Primary Screen. Potency, µM, inactives show max response, negative = inhibition, hits mostly inhibitors. AID 720504, 2013. Plk1 PBD binding of FITC phosphopeptide, fluorescence polarization. actives 2.8% (n = 360,000). Serine/threonine-protein kinase PLK1 (Homo sapiens), P53350; also: potency is read from the fitted curve at half-maximal effect; series mostly up to about 57 µM; % is scaled to controls: 0 for no effect and ±100 for the full control effect; nearly all actives have a fitted effect of over 65% in size
FUS suppressor = qHTS for Suppressors of FUS Proteinopathy: Primary screen using FUS-linked yeast assay. Potency, µM (top dose mostly 76.6 µM), for inactives: at the top dose growth rescue (activation), most hits filed as activators. actives 0.24% (n = 390,000). S. cerevisiae FUS-expressing, growth rescue, OD600, 24 h. AID 1347120, 2019;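 also: potency is read from the fitted curve at half-maximal effect; plate controls were DMSO vehicle for no effect and reference control for full effect; nearly all actives have a fitted effect of over 55% in size; some results filed as inactive show a strong effect at the top dose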
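Yeast FUS proteinopathy model; galactose-induced FUS (2%), starting OD 0.005. Cpds in dilution series, 24hr, 30C, 99% humidity. Abs 600 nm growth. Pos ctrl CP55940 (top 92uM final); neg ctrl DMSO.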
EPAC1 ag = qHTS for Agonist of cAMP-regulated guanine nucleotide exchange factor 3 (EPAC1): primary screen; Rap guanine nucleotide exchange factor 3 (Homo sapiens), O95398; EPAC1 agonist qHTS, biochemical assay; response scale: 100% = response to 6.5 mM cAMP; Potency, µM (titrated, usually from 154 µM), for inactives: at the highest dose activation, actives largely listed as activators; actives 0.073% (n = 360,000); AID 720707, 2013; also: potency is read from the fitted curve at half-maximal effect; nearly all actives have a fitted effect of over 60% in size
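Multi-concentration qHTS readout: loss of Rap1B-bound BODIPY-GDP fluorescence driven by 100 nM EPAC1 with excess GDP (50 uM), monitored kinetically at room temperature; agonist response expressed relative to 6.5 mM cAMP.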
EPAC1 antag = qHTS for Antagonist of cAMP-regulated guanine nucleotide exchange factor 3 (EPAC1): primary screen; actives 0.14% (n = 360,000); Rap guanine nucleotide exchange factor 3 (Homo sapiens), O95398; Potency, µM (top dose mostly 115 µM), without a hit: top-dose activity change, negative = inhibition, hits mostly inhibitors; EPAC1 GEF assay, Rap1b-BODIPY-GDP exchange fluorescence;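 also: potency is read from the fitted curve at half-maximal effect; plate controls were vehicle for no effect and positive control for full effect; nearly all actives have a fitted effect of over 50% in size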
WRN helicase inh = qHTS for Inhibitors of WRN Helicase | Bifunctional 3'-5' exonuclease/ATP-dependent helicase WRN (Homo sapiens), Q14191 | AID 651768, 2012 | actives 0.46% (n = 360,000) | WRN helicase unwinding, fluorescent forked duplex, kinetic | Potency, µM (series often up to 114 µM), without a hit: at the highest dose activity change, negative = inhibition, actives largely listed as inhibitors; also: potency is read from the fitted curve at half-maximal effect; % is scaled to controls: 0 for no effect and ±100 for the full control effect; nearly all actives have a fitted effect of over 55% in size
Target sequence (Q14191 whole entry, looked up): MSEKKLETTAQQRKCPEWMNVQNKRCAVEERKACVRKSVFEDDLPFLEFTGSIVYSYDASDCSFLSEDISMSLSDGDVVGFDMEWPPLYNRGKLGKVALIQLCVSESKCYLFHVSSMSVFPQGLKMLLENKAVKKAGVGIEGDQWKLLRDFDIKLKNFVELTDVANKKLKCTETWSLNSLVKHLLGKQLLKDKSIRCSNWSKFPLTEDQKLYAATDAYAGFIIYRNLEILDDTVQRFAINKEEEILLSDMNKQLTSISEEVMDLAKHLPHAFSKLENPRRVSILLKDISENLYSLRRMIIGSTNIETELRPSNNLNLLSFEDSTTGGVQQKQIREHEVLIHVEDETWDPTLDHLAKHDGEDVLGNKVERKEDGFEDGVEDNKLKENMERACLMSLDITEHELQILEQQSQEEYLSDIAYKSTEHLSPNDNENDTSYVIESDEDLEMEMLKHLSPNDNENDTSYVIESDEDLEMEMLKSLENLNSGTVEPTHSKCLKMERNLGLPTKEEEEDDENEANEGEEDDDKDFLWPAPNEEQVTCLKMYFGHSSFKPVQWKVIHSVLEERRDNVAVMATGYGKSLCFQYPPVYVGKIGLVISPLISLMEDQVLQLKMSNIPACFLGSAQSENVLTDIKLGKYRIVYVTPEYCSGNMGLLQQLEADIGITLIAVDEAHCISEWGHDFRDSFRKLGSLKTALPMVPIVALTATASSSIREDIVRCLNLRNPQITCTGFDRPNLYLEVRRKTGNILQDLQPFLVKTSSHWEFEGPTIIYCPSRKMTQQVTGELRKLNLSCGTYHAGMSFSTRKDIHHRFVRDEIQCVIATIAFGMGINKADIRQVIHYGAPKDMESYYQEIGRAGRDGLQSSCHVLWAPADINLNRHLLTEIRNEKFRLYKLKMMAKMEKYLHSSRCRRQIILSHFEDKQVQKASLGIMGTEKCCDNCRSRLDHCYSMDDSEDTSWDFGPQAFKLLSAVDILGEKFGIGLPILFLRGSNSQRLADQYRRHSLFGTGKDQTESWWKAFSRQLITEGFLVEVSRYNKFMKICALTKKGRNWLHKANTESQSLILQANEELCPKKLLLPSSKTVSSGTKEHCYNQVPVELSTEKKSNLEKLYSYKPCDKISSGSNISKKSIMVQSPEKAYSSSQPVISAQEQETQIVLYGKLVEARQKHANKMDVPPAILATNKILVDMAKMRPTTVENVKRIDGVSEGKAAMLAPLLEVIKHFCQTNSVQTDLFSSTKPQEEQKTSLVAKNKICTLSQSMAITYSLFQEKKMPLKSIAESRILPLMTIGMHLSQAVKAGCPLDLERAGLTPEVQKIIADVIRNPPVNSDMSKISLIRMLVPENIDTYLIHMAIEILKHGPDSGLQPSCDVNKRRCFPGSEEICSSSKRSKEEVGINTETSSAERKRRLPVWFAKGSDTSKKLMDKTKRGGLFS
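Kinetic fluorescence helicase assay: unwinding of a quenched forked DNA duplex (100 nM final) with 2 mM ATP final raises red fluorescence (525/598 nm). Compounds sat 15 min at room temperature with 20 nM WRN beforehand.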
* hit, by the source's call; ? = inconclusive; / = no result given; [ ] = dose if it differs, or a comment. Unless noted, calls follow the shape of the dose curve; as a rule, active = well fitted curve in the direction sought with a large enough effect; inconclusive = small, poorly fitted or top-dose-only effect, or another doubt; inactive = no such curve, though single readings can be large; an effect the other way counts as inactive or inconclusive. This is a random part of the collection; about 4.1% have a hit in one of these screens.

Every second line gives: EPAC1 antag | PI5P4K alpha inh | PLK1 PBD block | FUS suppressor | WRN helicase inh | EPAC1 ag | Abeta rescue | IL-2 act
- COc1ccc(CNC(=O)c2ccc3c(=O)n4c(nc3c2)CCCCC4)cc1OC
    -9% | 2 | -3% | 12% | 0% | 10% | 15% | -6.0
- COc1cccc(/C=N/n2c(CO)nc3ccccc32)c1OC
    -4% | / | 1% | 12% | 4% | -2% | 3% | -1.5
- CCC(=O)N1CCc2cc(S(=O)(=O)CCC(=O)Nc3nc(C)cs3)ccc21
    -4% | 4 | ? | 8% | -2%[57.1 µM] | -2% | 24% | -2.1
- CCC(CC)C(=O)c1c[nH]c(C(=O)NCCCn2ccnc2)c1
    11% | 1 | 2% | 6% | -3% | -2% | -3% | -2.0
- Cc1cccc(C(=O)NCc2ccco2)c1
    -1% | -29 | -21% | 11% | -2%[11.6 µM] | 6% | ? | -0.3
- Cc1nn(-c2ccccc2)c(Cl)c1C(=O)NCCN(C)C
    0% | -3 | -1% | -19% | -2% | 8% | 10% | 0.9
- Cc1ccccc1CN(C)C[C@H]1OCc2cnnn2CCCC(=O)N([C@@H](C)CO)C[C@@H]1C
    11% | 4 | -4% | -22% | 3% | -7% | 3% | -0.4
- Cc1ccc2ccccc2c1C(O)c1ncc(-c2ccc(C(F)(F)F)cc2)[nH]1 (stereo unspecified)
    -14% | 0 | 0% | 27% | -8% | -2% | ? | -0.3
- CC(=O)Nc1ccc2c3c(cccc13)C(=O)N(c1ccccc1)C2=O
    13% | 0 | 2% | 15% | -1% | -2% | -22% | -2.4
- COCCNC(=O)c1cc(-c2ccccc2C)n(CC2CC(c3cccc([N+](=O)[O-])c3)=NO2)n1 (stereo unspecified)
    -9% | -4 | -12% | 31% | 5% | 9% | -20% | -1.8
- CCc1cc(=O)oc2cc(C)cc(OC(C)C(=O)NCc3cccnc3)c12 (stereo unspecified)
    9% | 1 | -12% | -6% | -1% | 12% | -3% | -1.9
- O=c1c2c(-c3cccs3)csc2ncn1/N=C/c1ccccn1
    3% | -1 | -11% | 8% | -6% | 3% | 0% | 0.5
- Cc1cc(N2CCCC2)nc2ccc(NC(=S)NCCCN3CCC(C)CC3)cc12
    10% | -3 | 3% | 11% | -26% | 5% | -6% | -1.9
- Cc1nc(C)c(C(=O)N2CCCC(CCC(=O)NCc3ccc(F)c(F)c3)C2)s1 (stereo unspecified)
    6% | 0 | 7% | 8% | 4% | 6% | 13% | -0.4
- CCn1c(C(O)c2cccc(OC)c2OC)nc2ccccc21 (stereo unspecified)
    -21% | 5 | -7% | / | -12% | -1% | -4% | -0.2
- O=C1c2ccccc2C(=O)N1/N=C/c1ccc(O)c(O)c1O
    ? | -55* | 13µM* | 6% | 8.9µM* | -4% | 7% | 1.9
- COCCNCCOCCOc1cccc(OC)c1
    10% | -2 | -2% | -15% | 8% | -5% | 10% | -0.3
- NC(Cc1ccc(C(F)(F)F)cc1)c1csc(NC(=O)Nc2ccccc2Cc2ccccc2)n1 (stereo unspecified)
    -26% | ? | 5% | 45% | -12% | -16% | 11% | -1.1
- CCOc1ccc(N(Cc2cc3ccc(C)cc3[nH]c2=O)S(=O)(=O)c2ccccc2)cc1
    ? | 1 | -3% | -8% | -8% | 0% | 2% | 0.9
- Cc1ccsc1CN(C)C(=O)CCc1nnc(COc2ccccc2)o1
    -12% | 2 | -8% | 13% | 1% | 12% | -8% | -0.9
- O=[N+]([O-])c1ccc(N=Nc2ncc[nH]2)cc1
    ? | 2 | -7% | -29% | -11% | -7% | -18% | -0.6
- CSc1ccc(/C=C(\NC(=O)c2ccc(C)cc2)C(=O)NN)cc1
    -6% | -6 | 2% | ? | -3% | 6% | 3% | 0.3
- O=C(CCC(=O)NNC(=S)Nc1ccccc1)NCc1ccccc1
    -2% | / | -9% | -9% | 1% | 5% | 2% | -0.7
- COc1cccc(/C=N/NC(=O)CCn2nnc3ccccc32)c1
    -15% | 0 | 7.5µM* | -3% | 6% | 7% | 3% | -1.0
- CC(CNC(=O)CCc1nnc(CCC2CCCCC2)o1)c1ccccc1 (stereo unspecified)
    3% | 1 | -5% | 42% | -8% | -7% | 0% | -0.6
- Cn1c(C(N)=O)cnc1Sc1ncc(C(F)(F)F)cc1Cl
    5% | 0 | -12% | -1% | 9% | -1% | -3% | 0.0
- O=C1CN(C(=O)CN2CCCC2)C(c2ccccc2)c2cc(Br)ccc2N1 (stereo unspecified)
    4% | / | -4% | 26% | 4% | -6% | -6% | -1.3
- O=[N+]([O-])c1ccccc1/C=N/N1CCN(Cc2ccccc2)CC1
    -11% | 9 | -9% | 3% | -7% | 6% | -4% | -0.5
- Cc1nn(C)c(C(=O)N/N=C/c2ccc(-c3ccccc3)cc2)c1Cl
    -16% | -4 | 2% | -24% | 17% | -12% | -9% | -3.9
- CC(Oc1ccc(/C=N/NC(=O)Cc2cccc3ccccc23)cc1)C(=O)O (stereo unspecified)
    -12% | -3 | -11% | 3% | -5% | 0% | -14% | 0.5
- O=C(Oc1ccc(C(=S)N2CCOCC2)cc1)c1cccc(Cl)c1
    -2% | 6 | ? | 38% | 38%[activator] | -8% | -1% | 0.2
- CCc1nc2ccc(C(=O)Nc3ccc(OC)c(OC)c3)cn2c1N(CC)CCOC
    -17% | -1 | -15% | -7% | 0%[57.1 µM] | -1% | -7% | -0.4
- Cc1ccc(S(=O)(=O)NCc2ccccn2)c(C)c1
    25% | 6 | 2% | -29% | -4% | -1% | 14% | 0.7
- CCc1cccc2sc(NC(=O)c3ccc(N4C(=O)CCC4=O)cc3)nc12
    ? | 2 | 2% | -18% | 9% | -10% | 7% | 1.2
- COc1ccc(CCNC(=O)CSc2ccccn2)cc1OC
    -4% | 0 | -4% | -5% | 4% | 4% | 10% | 1.6
- Cc1noc(C)c1COC(=O)CCOc1ccccc1
    -1% | / | -5% | 1% | 4% | 6% | -3% | 0.2
- CC(NC(=O)NC1CCCCC1)c1ccccc1 (stereo unspecified)
    3% | 0 | -11% | / | 0% | 10% | 8% | 1.3
- O=c1[nH]cnc2onc(-c3ccc(F)cc3)c12
    -1% | 12 | -1% | 0% | 2% | 13% | -22% | -3.3
- C=C(C)COc1ccc2c(C)c(CC(=O)N3C[C@H]4C[C@@H](C3)c3cccc(=O)n3C4)c(=O)oc2c1
    -1% | -3 | -3% | 14% | 9% | -22% | -20% | -0.3
- COc1ccc(C2CC(=O)C3=C(C2)Nc2ccccc2N(C(=O)CCC(=O)O)C3c2ccc(F)cc2)cc1 (stereo unspecified)
    14% | -2 | 0% | 24% | -8% | -14% | -12% | -0.4

The closing three entries of the section above are carried over, then new ones follow.
Every second line gives: EPAC1 antag | PI5P4K alpha inh | PLK1 PBD block | FUS suppressor | WRN helicase inh | EPAC1 ag | Abeta rescue | IL-2 act
- O=c1[nH]cnc2onc(-c3ccc(F)cc3)c12
    -1% | 12 | -1% | 0% | 2% | 13% | -22% | -3.3
- C=C(C)COc1ccc2c(C)c(CC(=O)N3C[C@H]4C[C@@H](C3)c3cccc(=O)n3C4)c(=O)oc2c1
    -1% | -3 | -3% | 14% | 9% | -22% | -20% | -0.3
- COc1ccc(C2CC(=O)C3=C(C2)Nc2ccccc2N(C(=O)CCC(=O)O)C3c2ccc(F)cc2)cc1 (stereo unspecified)
    14% | -2 | 0% | 24% | -8% | -14% | -12% | -0.4
- O=C(CCc1ccccc1)Nc1nnc(-c2cccs2)o1
    -4% | 1 | 0% | -7% | 8% | -4% | 8% | -1.5
- CCOC(=O)N1CCC(N(C(=O)Nc2ccc(Cl)c(Cl)c2)C(C)CC)CC1 (stereo unspecified)
    -11% | / | -9% | 13% | -13% | 22% | -16% | -3.3
- CC12C=CC(=O)C=C1CCC1C2C(=O)CC2(C)C1CCC2(O)C(=O)CO (stereo unspecified)
    5% | -11 | -1% | -43% | 10% | -12% | -8% | -0.7
- Cc1cc(OCC(O)CN2CCCC2)cc(C)c1Cl (stereo unspecified)
    3% | -2 | -16% | 4% | -4%[57.1 µM] | 1% | 0% | -2.4
- Cc1sc2ncnc(NCC3CCCO3)c2c1C (stereo unspecified)
    -23% | 8 | -8% | -5% | 3% | 2% | -9% | 0.1
- CC(=O)c1c(C)n(C)c2ccc(O)cc12
    6% | -4 | 2% | -3% | 0% | -4% | 19% | 0.4
- C=CCn1c(C)cc(C(=O)CSc2nnc(C3CC3)n2C2CC2)c1C
    -3% | -3 | -5% | / | -10% | -18% | 6% | -3.0
- CCOc1cccc(CNc2ccc(O)cc2)c1OCc1ccc(Cl)cc1Cl
    50µM* | -20 | -6% | 3% | ? | 13% | -19% | -0.2
- CC1CCCC(C)N1C(=O)COC(=O)c1cccc(S(=O)(=O)N(C)c2ccccc2)c1 (stereo unspecified)
    22% | 5 | -1% | ? | 5% | 2% | -16% | -0.6
- CCCN(CC(=O)Nc1cc(Cl)ccc1Cl)C(=O)c1ccc(N2CCCC2=O)cc1
    7% | 4 | 1% | / | 2% | 9% | 4% | 1.1
- CN(Cc1ccccc1)S(=O)(=O)c1nnc(NC(=O)c2ccccc2F)s1
    8% | -3 | -21% | 13% | -6% | 7% | 9% | -0.3
- Cn1nc(-c2ccccc2)c(COC(=O)c2cccc(Cl)c2)c1S(=O)(=O)c1ccccc1
    7% | 15 | -6% | -6% | 2% | 11% | 11% | -0.4
- COc1ccc(C(=O)Nc2nc3ccccc3c(=O)[nH]2)cc1
    4% | / | -7% | 25% | -9% | -1% | -5% | -0.2
